# SRC1 TRFRET art: TR-FRET detection interference compounds, primary screen, artefact control for PPARgamma SRC-1 recruitment agonists, biochemical, TR-FRET emission ratio; TR-FRET detection artefact counter-screen; hits give high values; TR-FRET ratio at 8 µM; 99,000 tested, 0.34% active; in the data active = TR-FRET ratio above about 2300; note: inactives centre near 1800
# SRC3 TRFRET art: TR-FRET detection interference compounds, artefact control for PPARgamma SRC-3 recruitment agonists, biochemical, TR-FRET ratio; TR-FRET ratio at 8 µM; TR-FRET artefact counter-screen, PPARgamma/SRC-3 format; hits give high values; 99,000 tested, 0.39% active; AID 1048, 2008; in the data active = TR-FRET ratio above about 2000; note: inactives centre near 1600
# * hit, by the source's call. Only part of the results is shown; count on the stated rates, not on these rows.
# Sequence of screens: SRC3 TRFRET art | SRC1 TRFRET art
- O=C(CSc1nc2nc(-c3cccs3)cc(C(F)(F)F)c2c(=O)[nH]1)Nc1c(F)c(F)c(F)c(F)c1F
  1698 | 2013
- CCOC(=O)C1(CCOc2ccccc2)CCN(Cc2ccc3c(c2)OCCO3)CC1
  1737 | 1975
- CC(/C=N/NC(=S)Nc1cccc(S(=O)(=O)N(C)C)c1)c1ccccc1 (centres undefined)
  1593 | 1715
- NC(=O)Cn1c(=O)n(-c2ccccc2)c(=O)c2oc3ccccc3c21
  1576 | 1658
- COc1ccc(/C=C(/CC(=O)Nc2ccccc2)c2nc3ccccc3s2)cc1
  1488 | 1483
- COc1ccc(-c2nc(N=Nc3ccc(O)cc3)n[nH]2)cc1
  1657 | 1967
- CSc1cccc(CN2CCN(Cc3ccccc3)C(CCO)C2)c1 (centres undefined)
  1464 | 1688
- CC(C)Nc1nnc(SC(C)C(=O)NCc2ccc3c(c2)OCO3)s1 (centres undefined)
  1333 | 1473
- CC(C)OC(=O)c1cccc(C(=O)Nc2cccc(NC(=O)c3cccc(C(=O)OC(C)C)n3)n2)n1
  1672 | 2096
- Cn1c(=O)n(C)c2cc([N+](=O)[O-])c(N3CCN(C(=O)c4ccccc4Br)CC3)cc21
  1657 | 1931
- CN(CC(=O)Nc1ccc(Cl)c(Cl)c1)C(=O)C12CC3CC(CC(C3)C1)C2
  1500 | 1776
- CCOc1ccc2nc(SCc3ccc(CC(=O)O)cc3)c(C#N)cc2c1
  1749 | 1751
- CCOC(=O)N1CCC(N(CCN(C)C)C(=S)Nc2cccc(Cl)c2C)CC1
  1586 | 1494
- O=C(NCc1ccccc1)C1C(=O)N(Cc2ccccc2)C(=O)C1C1(O)CCCC1 (centres undefined)
  1621 | 2059
- Cc1nc2ccc(-c3nc4ccccc4[nH]3)cc2[nH]1
  1493 | 1819
- CCN(CC)c1ccc(/C=N/NC(=O)CNC(=O)c2ccccn2)cc1
  1923 | 1795
- COc1cc(Br)cc(C=Nc2cccc(C(F)(F)F)c2)c1O
  1600 | 1913
- Cc1ccc(C(=O)OCC(=O)NCc2cccs2)cc1
  1463 | 1780
- Cc1nn(CC(=O)c2ccccc2Cl)c(C)c1[N+](=O)[O-]
  1458 | 1652
- O=C(c1cc([N+](=O)[O-])ccc1N1CCOCC1)N1CCCC1
  1578 | 1826
- COCCC(=O)N1CCCC(C(=O)c2ccc3c4c(cccc24)CC3)C1 (centres undefined)
  1581 | 1538
- CCc1[nH]c(=S)c(C#N)c2c1CCCC2
  1695 | 1729
- CCOC(=O)c1cc2c(ccn2C)n1Cc1ccccc1Cl
  1703 | 1587
- CC(Oc1ccc(Cl)cc1Cl)C(=O)Nc1cccc(O)c1 (centres undefined)
  1648 | 1884
- CCc1ccccc1N/N=C(/C)c1c(O)cc(C)oc1=O
  1434 | 1725
- CC(C)c1ccc2oc3nc(N)c(C(=O)O)cc3c(=O)c2c1
  1651 | 1972
- COCc1cc(CN2CCCC(C(=O)c3cccc(C(F)(F)F)c3)C2)ccc1OC (centres undefined)
  1535 | 1863
- Cc1nn(Cc2ccc(Cl)cc2)c(C)c1NC(=O)CCCn1nc([N+](=O)[O-])c(Cl)c1C
  1486 | 1779
- CC(C)CN1CCN(Cc2cnc(-c3ccc(Cl)cc3)nc2)CC1CCO (centres undefined)
  1631 | 1949
- CC(NC(=O)c1cc2cc([N+](=O)[O-])ccc2oc1=O)C1CCCO1 (centres undefined)
  1666 | 1675
- CN(C[C@H](Cc1ccccc1)N(C[C@H](Cc1ccccc1)N(CC1(c2ccccc2)CC1)N=O)N=O)N=O
  1679 | 1738
- Cc1c(NC(=S)NC(C)(C)C)c(=O)n(-c2ccccc2)n1C
  1550 | 1671
- C/C(=N\NC(=O)c1cccc(N/N=C(\C)c2ccncc2)c1)c1ccncc1
  1674 | 1661
- COc1ccc(Br)cc1CNC(=O)Cc1c(C(=O)O)[nH]c2ccc(Cl)cc12
  1486 | 1949
- Cc1ccnc(NC(=O)c2cccc(NC(=O)Cc3ccccc3)c2)c1
  1753 | 1736
- CCc1ccc(C(=O)c2cnc3ccc(OC)cc3c2N2CCN(CC)CC2)cc1
  1580 | 1708
- CN(C(=O)/C=C/c1ccc([N+](=O)[O-])s1)c1ccccc1
  1670 | 1586
- C=C(C)CN1CCN(S(=O)(=O)c2ccc(C)c(N(C)S(=O)(=O)c3ccc(C)cc3)c2C)CC1
  1581 | 2009
- O=C(OCC#CCSc1nnc(-c2ccccc2)o1)c1ccco1
  1737 | 1761
- CC1Cc2ccccc2N1C(=O)COC(=O)c1c2c(nc3ccccc13)CCCCC2 (centres undefined)
  1697 | 1778
- Cc1cccc(-n2c(O)c(/C=N/NC(=O)c3ccccc3Cl)c3ccccc3c2=O)n1
  1855 | 2073
- CC1CCCCN1C(=O)Cn1c(=O)n(-c2ccc(F)cc2)c(=O)c2sccc21 (centres undefined)
  1649 | 1829
- Cc1ccnc(SCC(=O)c2ccc(Br)cc2)c1C#N
  1716 | 1930
- Cn1nnc(NCc2cc(Br)ccc2OCc2ccccc2F)n1
  1358 | 1611
- CCOC(=O)C(C(=O)OCC)C1OC(=O)c2cc3c(cc21)C(=O)OC3C(C(=O)OCC)C(=O)OCC (centres undefined)
  1484 | 1944
- COc1ccc(-n2c(SCC(=O)NCCCN3CCCC3=O)nnc2C(C)N2CCCCC2)cc1 (centres undefined)
  1354 | 1667
- Cc1cccc(OCCCC(=O)Nc2ccc(N(C)C)cc2)c1
  1484 | 1961
- Cc1c(C(=O)Nc2ccccc2[N+](=O)[O-])csc1-c1ccccc1
  1474 | 1974
- CCOC(=O)C1=NN(C(=O)c2ccccc2)C(O)(c2ccc(C)cc2)C1 (centres undefined)
  1637 | 2010
- CCN(CC)CCOC(=O)c1ccccc1Br
  1857 | 1916

# Additional compounds follow:
# Sequence of screens: SRC3 TRFRET art | SRC1 TRFRET art
- O=C(Nc1ccc(C(=O)N2CCCC2)cc1)Nc1ccc(Cl)cc1Cl
  1570 | 1814
- Cc1ccsc1/C=N/NC(=O)Nc1ccccc1
  1587 | 1769
- O=C(CCS(=O)(=O)c1ccccc1)Nc1ccccc1N1CCOCC1
  1630 | 1646
- O=C(CSC1=NCCN1)C1COc2ccccc2O1 (centres undefined)
  1562 | 1886
- CN(C)CC(=O)c1c(N)n(Cc2ccccc2)c(=O)n(C)c1=O
  1496 | 1783
- COc1ccc(OC)c(-c2c(=O)n(OCc3ccccc3Br)c3ccccc3[n+]2[O-])c1
  1524 | 1502
- COc1ccc(CCNC(=O)C2CC(=O)N(c3ccc(Br)cc3)C2)cc1OC (centres undefined)
  1453 | 1788
- CC1(C)CC(C(=O)NCCC(c2ccccc2)c2ccco2)CCO1 (centres undefined)
  1665 | 1676
- CNc1cnn(-c2ccc(C)cc2)c(=O)c1Sc1ccc(C)cc1
  1759 | 2055
- COc1cc(C(F)(F)F)nc(-c2ccccn2)n1
  1660 | 1629

# Next section, starting with the last 5 of the part before.
# Sequence of screens: SRC3 TRFRET art | SRC1 TRFRET art
- COc1ccc(OC)c(-c2c(=O)n(OCc3ccccc3Br)c3ccccc3[n+]2[O-])c1
  1524 | 1502
- COc1ccc(CCNC(=O)C2CC(=O)N(c3ccc(Br)cc3)C2)cc1OC (centres undefined)
  1453 | 1788
- CC1(C)CC(C(=O)NCCC(c2ccccc2)c2ccco2)CCO1 (centres undefined)
  1665 | 1676
- CNc1cnn(-c2ccc(C)cc2)c(=O)c1Sc1ccc(C)cc1
  1759 | 2055
- COc1cc(C(F)(F)F)nc(-c2ccccn2)n1
  1660 | 1629
- O=C(NCCc1ccc(F)cc1)c1cc(=O)c2ccccc2o1
  1649 | 2153
- C[C@@H](C(=O)Nc1nc2ccccc2s1)N1C(=O)C2CC=CCC2C1=O (some centres undefined)
  1638 | 1784
- CCOc1ccccc1NC(=O)CSc1nccn1-c1ccccc1
  1524 | 1759
- CCOc1cc(/C=N/NC(=O)CSc2cccc3cccnc23)ccc1O
  1426 | 1893
- Oc1cccc(CCC2CCCCN2Cc2cn[nH]c2-c2ccc3c(c2)OCO3)c1 (centres undefined)
  1721 | 1728
- O=c1c(C=NCc2cccnc2)c(C(F)(F)F)[nH]n1-c1nc2ccccc2s1
  1831 | 1884
- CC(C(=O)Nc1ccc([N+](=O)[O-])cc1)N1CCN(C/C=C/c2ccccc2)CC1 (centres undefined)
  1584 | 2019
- c1ccc(COc2ccccc2CNC23CC4CC(CC(C4)C2)C3)cc1
  1641 | 1540
- COc1c(/C=N/NC(N)=S)c(C)nn1-c1ccccc1
  1565 | 1891
- CNC(=S)N/N=C/c1cccc(OCc2ccccc2F)c1
  1411 | 1546
- Cc1ccc(C2=C(CC(=O)O)C(=O)CC2)cc1
  1344 | 1548
- CCOC(=O)c1cccc(NC(=O)Cn2cc3c(n2)CCC(C)C3)c1 (centres undefined)
  1481 | 1862
- Cc1ccnc(NC(=O)CCC(=O)N(CC(=O)NC2CCCCC2)Cc2ccccc2)c1
  1467 | 1729
- COCCn1c(=N)c(C(=O)NCc2ccco2)cc2c(=O)n3cc(C)ccc3nc21
  2026 | 1867
- CCC(CO)Nc1nc(CN2CCCCC2)nc2scc(-c3ccccc3)c12 (centres undefined)
  1513 | 1838
- COCC(C)n1c(SCC(=O)N2CCCCC2)nc2ccccc2c1=O (centres undefined)
  1430 | 1533
- Cc1cc(Cl)cc(Cl)c1OCCOCCN(C)C
  1351 | 1590
- N/C(=N\OC(=O)Cc1ccccc1)c1ccc([N+](=O)[O-])cc1
  1532 | 1947
- CCC(C(=O)OCC(=O)Nc1cc(C)ccc1OC)c1ccccc1 (centres undefined)
  1635 | 1946
- CCO[C@H]1OC(C(=O)N2CCCCCCC2)=C[C@@H](c2coc3ccccc3c2=O)[C@@H]1CCCO
  1631 | 1741
- CCCCCCCCOC(=O)c1nc(Cl)c(Cl)c(N)c1Cl
  1742 | 1792
- CCN(CC)S(=O)(=O)c1ccc(C(=O)NCCc2ccccn2)cc1
  1631 | 1729
- CCN(CC)C(=O)CSc1nc2ccsc2c(=O)n1CCCC(=O)NCCc1ccc(S(N)(=O)=O)cc1
  1617 | 1925
- CCOC(=O)c1ccc(-c2ccc(/C=N/NC(=O)CN(c3cccc(C)c3)S(C)(=O)=O)o2)cc1
  1630 | 1701
- Cc1[nH][nH]c(=O)c1C(c1ccc2c(c1)OCO2)c1c(C)[nH][nH]c1=O
  1650 | 1822
- CC(C)N1CCC(=NNc2ccc(S(=O)(=O)N3CCOCC3)cc2[N+](=O)[O-])CC1
  1279 | 1645
- O=C(OC1CCCCC1=O)c1ccc(S(=O)(=O)Nc2ccccc2)cc1 (centres undefined)
  1650 | 1715
- COC(=O)C/C=C/[C@@H](C)[C@@H](/C=N/O[C@H](C)c1cn([C@@H]2COC[C@H]2O)nn1)NS(=O)(=O)c1ccc(C)cc1
  1561 | 1805
- CN(C(=O)COC(=O)CNC(=O)c1ccc(Cl)cc1Cl)c1ccccc1
  1407 | 1739
- CCOc1cc(/C=C/c2ccc3cccc([N+](=O)[O-])c3n2)ccc1O
  1690 | 2134
- CC(=O)N1c2ccccc2NC2=C(C(=O)CCC2)C1c1ccco1 (centres undefined)
  1563 | 1853
- CCn1c(SC(C)C(=O)O)nc2sc3c(c2c1=O)CCC3 (centres undefined)
  1372 | 1801
- Cc1cc(=O)[nH]c(SC(C(=O)O)c2ccccc2)n1 (centres undefined)
  1419 | 1621
- C=CCNc1nc(-c2cc3ccccc3o2)cs1
  1523 | 1853
- CCn1c(NCc2ccccc2NS(=O)(=O)c2ccc(C)cc2)nc2ccccc21
  1702 | 1804
- Nc1cc(=O)[nH]c(SCc2nnnn2-c2ccc(Cl)cc2)n1
  1678 | 1952
- Cn1c(SCC(=O)N2c3ccccc3CCc3ccccc32)nnc1-c1cc2ccccc2cc1O
  1698 | 1754
- O=C(CCCc1c[nH]c2ccccc12)NCC1COc2ccccc2O1 (centres undefined)
  1570 | 2031
- CC1C=CCC2C(=O)N(c3ccccc3OC(=O)c3ccco3)C(=O)C12 (centres undefined)
  1608 | 1943
- Cc1cc(C)nc(NS(=O)(=O)c2ccc(NC(=O)c3ccc4c(c3)OCCO4)cc2)n1
  1391 | 1734

# Single records, from the list above:
# Results for `CC(C)CN1CCN(Cc2cnc(-c3ccc(Cl)cc3)nc2)CC1CCO` (centres undefined) → SRC3 TRFRET art: 1631; SRC1 TRFRET art: 1949
# Results for `Cc1ccnc(NC(=O)CCC(=O)N(CC(=O)NC2CCCCC2)Cc2ccccc2)c1` → SRC3 TRFRET art: 1467; SRC1 TRFRET art: 1729

# Fetched by structure from the list above, 2 records:
# Sequence of screens: SRC3 TRFRET art | SRC1 TRFRET art
- Cc1cc(C)nc(NS(=O)(=O)c2ccc(NC(=O)c3ccc4c(c3)OCCO4)cc2)n1
  1391 | 1734
- C=CCNc1nc(-c2cc3ccccc3o2)cs1
  1523 | 1853

# Continued:
# Sequence of screens: SRC3 TRFRET art | SRC1 TRFRET art
- O=C(CCCCCn1c(=S)[nH]c2ccc(N3CCOCC3)cc2c1=O)NC1CCN(Cc2ccccc2)CC1
  1598 | 1722
- CCS(=O)(=O)Nc1cccc(C2=NN(S(=O)(=O)c3ccc(C)cc3)C(c3ccco3)C2)c1 (centres undefined)
  1545 | 1862
- COc1ccc(C(=O)Oc2cc(N)n(S(=O)(=O)c3ccccc3)n2)cc1
  1355 | 1766
- COc1ccc(C2=NN(C(=O)CSc3ncccn3)C(c3cccc(OC)c3OC)C2)cc1 (centres undefined)
  1340 | 1748
- O=C1c2ccccc2C(=O)N1OS(=O)(=O)c1ccccc1
  1447 | 1804
- COc1ccc(NC(=O)c2ccccc2-c2ccc(C(F)(F)F)cc2)cc1S(=O)(=O)N1CCOCC1
  1762 | 1542
- CC(C)(C)c1cc(C(=O)N/N=C/c2ccc(O)cc2)n(-c2ccccc2)n1
  1476 | 2200
- N/C(COc1ncn(-c2ccccc2)n1)=N\S(=O)(=O)c1ccccc1
  1652 | 1672
- O=C(CN1CCN(c2ccc(O)cc2)CC1)NC1CCCc2ccccc21 (centres undefined)
  1655 | 1826
- O=C(NNS(=O)(=O)c1ccccc1C(F)(F)F)c1cccc(S(=O)(=O)Nc2ccccc2Cl)c1
  1442 | 1760
